# BAP1 inh: inhibitors of BAP1 deubiquitinase, primary screen, biochemical, Ub-AMC fluorescence, kinetic; recombinant BAP1, Ub-AMC hydrolysis fluorescence kinetic; hits give low values; 72,000 compounds, 0.48% hits; Ubiquitin carboxyl-terminal hydrolase BAP1 (Homo sapiens), Q92560; activity remaining (% of control), % at 20 µM; AID 436, 2006;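 active = activity remaining at or below 50% of control, provided the compound also passes the data quality filters; inactive = the rest, including low values that fail the filters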;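 also: 100% = DMSO wells rate and 0% = substrate alone blank rate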
# Target sequence (Q92560 whole entry, looked up): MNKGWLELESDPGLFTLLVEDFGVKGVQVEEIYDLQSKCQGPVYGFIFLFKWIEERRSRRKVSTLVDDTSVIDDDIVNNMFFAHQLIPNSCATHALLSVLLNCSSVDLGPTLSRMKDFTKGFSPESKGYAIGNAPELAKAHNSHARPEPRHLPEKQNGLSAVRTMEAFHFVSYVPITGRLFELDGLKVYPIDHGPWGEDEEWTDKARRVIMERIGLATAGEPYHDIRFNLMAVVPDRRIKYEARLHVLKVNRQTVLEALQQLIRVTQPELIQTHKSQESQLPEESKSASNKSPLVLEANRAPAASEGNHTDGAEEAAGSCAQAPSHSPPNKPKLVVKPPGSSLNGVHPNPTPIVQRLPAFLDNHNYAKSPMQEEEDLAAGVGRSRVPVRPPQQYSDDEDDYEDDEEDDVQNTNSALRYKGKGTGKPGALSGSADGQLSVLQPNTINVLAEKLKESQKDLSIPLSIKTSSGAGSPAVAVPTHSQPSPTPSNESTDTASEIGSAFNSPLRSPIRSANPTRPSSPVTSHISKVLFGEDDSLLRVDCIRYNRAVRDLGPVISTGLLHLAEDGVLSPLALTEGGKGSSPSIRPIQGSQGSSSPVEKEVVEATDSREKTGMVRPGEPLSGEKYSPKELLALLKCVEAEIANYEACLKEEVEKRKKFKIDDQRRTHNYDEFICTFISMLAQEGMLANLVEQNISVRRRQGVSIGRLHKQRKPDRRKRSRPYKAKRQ
# HePTP inhibitor: inhibitors of human HePTP phosphatase, primary screen, biochemical, absorbance, leukemia target. 110,000 compounds, 0.64% hits. recombinant HePTP phosphatase activity, OD absorbance. AID 521, 2006. inhibition, % at 20 µM. Tyrosine-protein phosphatase non-receptor type 7 (Homo sapiens), P35236; in the data active = inhibition above about 50%;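 also: plate controls were vehicle for no effect and reference inhibitor for full effect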
# Target sequence (P35236 whole entry, looked up): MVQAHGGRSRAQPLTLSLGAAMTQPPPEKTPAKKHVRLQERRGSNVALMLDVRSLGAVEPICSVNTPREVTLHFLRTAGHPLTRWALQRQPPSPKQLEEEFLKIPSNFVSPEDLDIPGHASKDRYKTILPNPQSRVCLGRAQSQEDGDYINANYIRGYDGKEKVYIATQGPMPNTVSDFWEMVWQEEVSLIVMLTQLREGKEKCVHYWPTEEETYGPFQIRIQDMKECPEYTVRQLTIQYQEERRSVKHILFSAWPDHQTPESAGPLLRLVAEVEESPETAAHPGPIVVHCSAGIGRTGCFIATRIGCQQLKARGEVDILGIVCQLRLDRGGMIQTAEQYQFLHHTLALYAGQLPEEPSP
# Active calls of the source: *; . = not tested or not shown; & = joins results of further samples.
# A first look (7 entries):
Compound	BAP1 inh	HePTP inhibitor
C=CCNC(=O)CN(c1ccccc1)S(=O)(=O)c1ccccc1[N+](=O)[O-]	.	0
COc1ccc(N2C(=O)C3ON(c4ccccc4)C(c4ccco4)C3C2=O)cc1 (stereo unspecified)	.	3
CC1CCCCC1NC(=O)CSc1nnc(COc2ccccc2Cl)o1 (stereo unspecified)	108	2
COc1ccc(N2CCN(CCCNC(=O)CN3CCN(Cc4ccccc4C)C3=O)CC2)cc1	109	-2
COc1ccccc1C(OC(=O)c1ccco1)C(=O)NC(C)(C)C (stereo unspecified)	96	5
COc1ccc(Oc2coc3cc(OC(=O)c4ccccc4Cl)ccc3c2=O)cc1	.	10
COc1ccc(C(=O)CN2C(=O)C(C)(C)Oc3ccc(C(=O)N4CCCCCC4)cc32)cc1	92	-10

# The list itself, previewed entries included:
Compound	BAP1 inh	HePTP inhibitor
C=CCNC(=O)CN(c1ccccc1)S(=O)(=O)c1ccccc1[N+](=O)[O-]	.	0
COc1ccc(N2C(=O)C3ON(c4ccccc4)C(c4ccco4)C3C2=O)cc1 (stereo unspecified)	.	3
CC1CCCCC1NC(=O)CSc1nnc(COc2ccccc2Cl)o1 (stereo unspecified)	108	2
COc1ccc(N2CCN(CCCNC(=O)CN3CCN(Cc4ccccc4C)C3=O)CC2)cc1	109	-2
COc1ccccc1C(OC(=O)c1ccco1)C(=O)NC(C)(C)C (stereo unspecified)	96	5
COc1ccc(Oc2coc3cc(OC(=O)c4ccccc4Cl)ccc3c2=O)cc1	.	10
COc1ccc(C(=O)CN2C(=O)C(C)(C)Oc3ccc(C(=O)N4CCCCCC4)cc32)cc1	92	-10
CNC(=O)c1cc2c(cn1)[nH]c1ccccc12	70	.
COc1ccccc1-c1nnc(SCC(=O)N2CC(C)CC(C)C2)o1 (stereo unspecified)	104	5
O=C(c1ccccc1Oc1ccccc1)N1CCN(c2ccccc2)CC1	83	1

# Given with values ahead of the structure: entries from further up
BAP1 inh | HePTP inhibitor | molecule
. | 10 | COc1ccc(Oc2coc3cc(OC(=O)c4ccccc4Cl)ccc3c2=O)cc1
92 | -10 | COc1ccc(C(=O)CN2C(=O)C(C)(C)Oc3ccc(C(=O)N4CCCCCC4)cc32)cc1

# Going on with the list:
Compound	BAP1 inh	HePTP inhibitor
Cc1ccc(-n2nc3cc(C)c(NC(=O)c4ccc([N+](=O)[O-])cc4Cl)cc3n2)cc1	.	6
CCOC(=O)c1cc(NC(=O)c2cnccn2)cc(C(=O)OCC)c1	.	-5
O=C1NC(=Nc2cccc(Cl)c2Cl)S/C1=C\c1ccc(F)cc1	.	-4
COc1cc(C(=O)NCc2cn3cccc(C)c3n2)cc(OC)c1OC	95	0
CC(C)OC(=O)c1c(-c2ccc(Br)cc2)csc1N	.	-6
Cc1c(CCC(=O)O)c(=O)oc2cc3occ(-c4ccc(F)cc4)c3cc12	122	8
COc1ccc(CN2c3cccc[n+]3CC2(O)c2ccc(Cl)cc2)cc1 (stereo unspecified)	90	.
COc1ccc(NC(=O)c2nn3c(c2Br)NC(c2cccs2)CC3C(F)(F)F)c(OC)c1 (stereo unspecified)	.	2
Nc1cc(OC(=O)c2cccs2)nn1S(=O)(=O)c1ccccc1	104	4
COc1cc(C2Nc3cc(C)c(C)cc3NC3=C2C(=O)CC(C)(C)C3)c(OC)cc1Br (stereo unspecified)	.	10
O=C(CN1C(=O)NC2(CCSC2)C1=O)N1CCN(c2ccc(F)cc2)CC1 (stereo unspecified)	.	11
O=S(=O)(Cc1ccccc1)Nc1ccc(S(=O)(=O)NCC2CCCO2)cc1 (stereo unspecified)	78	4
COc1ccc(NC(=O)CSc2nc3c(c(=O)n2-c2ccccc2OC)SCC3)cc1	64	13
CCN(C(=O)c1cccc(C(=O)N(CC)c2ccccc2C)c1)c1ccccc1C	.	10
O=C(CSc1nc2ccccc2s1)OCC(=O)c1ccccc1	.	-6
Cc1ccn(C(=O)c2ccc(NC(=O)C3CCCCC3)cc2)n1	74	4
Cc1ccccc1CNS(=O)(=O)c1ccccc1	.	4
CCc1cc(=O)oc2cc(OCc3ccc(Cl)cc3)ccc12	.	-5
CCN(C(=O)Cc1cccs1)c1nnc(-c2cc(OC)c(OC)c(OC)c2)s1	142	-5
COC(=O)C1=C(C)NC(=O)NC1c1ccc(Cl)cc1 (stereo unspecified)	56	.
O=C(CSc1nc2ccccc2[nH]1)N1CCCCC1	115	12&8
COc1cc(C(=O)c2ccccc2)c(OC)cc1C(=O)NC1CC(C)(C)NC(C)(C)C1	.	-8
O=C1NC(=O)N(c2ccccc2F)C(=O)/C1=C/c1ccc(I)o1	.	67*
Cc1ccc(N(Cc2ccco2)C(=O)c2cccc(S(=O)(=O)N(C)C)c2)cc1	103	7
CC(Nc1ccc(Br)cc1)C(=O)N/N=C/c1ccc(O)cc1O (stereo unspecified)	.	4
CN(C)/C=C(/Cl)C=C1C(=O)c2ccccc2C1=O	.	-3
Cc1cccc(OCC(=O)N2CCN(c3ccc([N+](=O)[O-])cc3)CC2)c1	.	-5
O=C(COc1ccc([N+](=O)[O-])cc1)Nc1ccc2nn(-c3ccc(F)cc3)nc2c1	.	-14
COc1cccc(OC)c1OCCNCCO	89	5
CCOC(=O)N1CCN(c2c(NCCCOC(C)C)c(=O)c2=O)CC1	100	12

# Quoted from the listing.
# HePTP inhibitor, `CC(Nc1ccc(Br)cc1)C(=O)N/N=C/c1ccc(O)cc1O` (stereo unspecified) = 4
# HePTP inhibitor, `CN(C)/C=C(/Cl)C=C1C(=O)c2ccccc2C1=O` = -3
# BAP1 inh, `COc1cccc(OC)c1OCCNCCO` = 89
# HePTP inhibitor, `CCOC(=O)N1CCN(c2c(NCCCOC(C)C)c(=O)c2=O)CC1` = 12

# (cont.)
Compound	BAP1 inh	HePTP inhibitor
Cc1ccc(C)c(NC(=O)C2CC(O)CN2C(=O)OCc2ccccc2)c1 (stereo unspecified)	95	7&-1
O=C(CCCCCNc1nc(=S)[nH]c2ccccc12)N1CCN(c2ccccn2)CC1	105	7
O=C(Nc1ccc(Br)cc1C(=O)O)c1cc([N+](=O)[O-])cc([N+](=O)[O-])c1	.	-2
CCN1C(=O)C(=Cc2ccc(-c3cccc(C(=O)O)c3)o2)C(=O)N(CC)C1=S	.	15
CCCCCC(O)CCCC(=O)O (stereo unspecified)	100	.
COc1ccc(C(C)=O)cc1COC(=O)c1cc(C)oc1C	92	7
Cc1ccc(CNc2nc3c([nH]2)c(=O)n(C)c(=O)n3C)cc1	99	-3
COc1ccccc1N(CN1CCCC1=O)C(=O)COc1ccccc1	100	-3
O=C(CSc1nc(-c2ccccc2)nc2c1CCCC2)N1CCOCC1	129	3
C=CCN1C(=O)/C(=C\c2ccc(-c3ccccc3Cl)o2)SC1=S	.	4
COc1ccc(-c2cc(C(F)(F)F)n3ncnc3n2)cc1	.	-9
COc1ccc(C)cc1-n1nnnc1SCC(=O)NC(=O)NCc1ccco1	51	16
COc1ccc(C)c2sc(=NC(=O)c3ccc(C#N)cc3)n(C)c12	99	-5
Cc1ccc(S(=O)(=O)Nc2cc(C)c(O)c(S(=O)(=O)c3ccc(C)cc3)c2)cc1	.	-4
O=C(NC(=S)Nc1ccc2oc(-c3ccc(Cl)cc3)nc2c1)c1ccco1	.	5
CC(=O)c1ccc(Nc2ncnc(Nc3ccc(C(C)=O)cc3)c2[N+](=O)[O-])cc1	.	0
CCSCCOC(=O)C1=C(C)NC2=C(C(=O)CCC2)C1c1cc(Br)ccc1OC (stereo unspecified)	.	10
Nc1c(Nc2ccc(C(=O)O)cc2)c2ccccc2oc1=O	102	.
O=C(NCc1ccc2c(c1)OCO2)c1ccc2c(=O)n(C3CCCC3)c(=O)[nH]c2c1	61	3
CC(=O)O/N=C1\CCCc2c1[nH]c1ccccc21	.	-9
COc1ccc(CCN2C(=O)CC(C(=O)Nc3cccc(C)c3)SC2=Nc2ccccc2)cc1OC (stereo unspecified)	55	.
COCCNC(=O)CN1CCN(C(c2ccccc2)c2ccccc2)CC1	104	10
COc1cccc(C2=CC(c3ccc(C)cc3)n3ncnc3N2)c1 (stereo unspecified)	125	-5
CCCc1cn(S(=O)(=O)c2ccc(OC)cc2OC)nc1N	97	6
CCN1C(=O)/C(=C\c2cc(Br)ccc2OCCOc2cccc(OC)c2)SC1=S	.	3
CN1CCN(c2nc3ccccn3c(=O)c2/C=C2\SC(=S)N(C)C2=O)CC1	.	-2
CCN(Cc1cc2ccc(C)cc2[nH]c1=O)C(=O)c1ccncc1	55	-10
CCOC(=O)C1CCCN(S(=O)(=O)c2ccc(Br)c(OC)c2)C1 (stereo unspecified)	102	8
O=C(Cc1ccc(-c2ccccc2)cc1)NNC(=O)c1ccc(Cl)cc1	.	2
CS(=O)(=O)NCCCc1ccccc1	101	6
Cc1ccc(S(=O)(=O)NC(CN2CCOCC2)=NCCNS(=O)(=O)c2ccccc2)cc1	102	8
Cn1c(O)c(C=NCC2CCCO2)c(=O)n(C)c1=O (stereo unspecified)	.	3
CC(C)(C)c1ccc2c(c1)C(=O)NC2=O	.	-1
Nc1cc(C(=O)OCC(=O)NCc2ccco2)ccc1Cl	89	-5
CCCOc1ccc(N2CC(C(=O)Nc3ccccc3C(=O)NCc3ccco3)CC2=O)cc1 (stereo unspecified)	135	12
Cc1cccc2cc(COC(=O)c3ccco3)c(=O)[nH]c12	68	2
Cc1ccc(/C(N)=N/OC(=O)COc2cccc(C)c2)cc1	.	5
COc1ccc(Cn2nnnc2C(c2ccccc2Cl)N2CCN(C)CC2)cc1 (stereo unspecified)	117	-9
COc1ccc(Cl)cc1S(=O)(=O)N1CCN(C(=O)c2ccco2)CC1	143	4
COc1cc(/C(C)=N/NC(=O)C(O)(c2ccccc2)c2ccccc2)ccc1O	.	-3
Cc1ccc(-c2cc(C(=O)NCC3CCCO3)no2)cc1 (stereo unspecified)	88	9
O=C1c2ccccc2C(=O)N1Cc1nc2ccccc2c(=O)n1CCN1CCOCC1	99	4
Cc1cc(C)nc(SC2=CS(=O)(=O)c3ccccc32)n1	114	3
COC(=O)C1=C(C)NC2=C(C(=O)CCC2)C1c1coc2ccccc2c1=O (stereo unspecified)	109	1
CSc1ccccc1NC(=O)c1nn2c(c1Br)NC(c1ccc(Br)o1)CC2C(F)(F)F (stereo unspecified)	50	.
COc1ccc(C(=O)N2CC(C)OC(C)C2)cc1[N+](=O)[O-] (stereo unspecified)	62	2
O=C(Nc1ccc(Cl)cc1)Nc1nnc(COc2ccccc2F)s1	.	-7
C=C1c2cc(OC)ccc2NC(=O)N1c1ccccc1	.	-5
CCN(CC)C(=O)CN(C#N)c1nc(OC)nc(N(C)C)n1	.	2
CCOC(=O)C1=C(C)NC(C)=C(C(=O)OCC)C1c1ccc(N(C)C)cc1	.	-2

# An excerpt from above in order of count of non-hydrogen atoms, smallest number first.
Compound	BAP1 inh	HePTP inhibitor
Cc1cc(C)nc(SC2=CS(=O)(=O)c3ccccc32)n1	114	3
COC(=O)C1=C(C)NC2=C(C(=O)CCC2)C1c1coc2ccccc2c1=O (stereo unspecified)	109	1
O=C1c2ccccc2C(=O)N1Cc1nc2ccccc2c(=O)n1CCN1CCOCC1	99	4

# Next section.
Compound	BAP1 inh	HePTP inhibitor
O=C(Cc1cccs1)Nc1ccc2c(c1)C(=O)OC2	89	9
Cc1ccc(C(C)C)c(OCC(=O)Nc2cccc(-c3nc4ncccc4o3)c2C)c1	.	-6
COc1cc(O)cc(Br)c1/C=N/Nc1nc2ccccc2s1	.	8
COc1cccc(C(CC(=O)NCC2CCCO2)NS(=O)(=O)c2ccc(C)cc2)c1OC (stereo unspecified)	128	12
CC1CCCC(C)N1CCNC(=O)Cn1nc(-c2ccccc2)ccc1=O (stereo unspecified)	109	2
CCOC(=O)c1c(-c2ccccc2)c(C(C)=O)c(=O)n(C)c1C	100	6
CCn1nnnc1-c1ccc(OC)c(S(=O)(=O)N2CCCCC2)c1	90	0
CC(=O)n1cc(Nc2ccccc2O)c2ccccc21	.	-14
CCN(CC)c1ccc(C=Nc2cccc(C(N)=O)c2)c(O)c1	.	2
COc1ccc(NS(=O)(=O)c2ccc3c(c2)oc(=O)n3C)c(OC)c1	95	0
O=C(O)C1Nc2c(O)cccc2C2C=CCC12 (stereo unspecified)	72	.
COc1cc(NC(=O)COc2ccc(Br)c(C)c2)cc(OC)c1	.	4
COc1cccc(C2/C(=C(\O)c3ccccc3)C(=O)C(=O)N2CCCCCC(=O)O)c1 (stereo unspecified)	.	2
COC(=O)CCN1C(=O)/C(=C\c2ccc(C)cc2)SC1=S	.	0
Cc1c(C(=O)NCc2ccco2)sc2nc(-c3ccccc3)cn12	72	-8
CCc1ccc(OCC(=O)N(C)C2CCS(=O)(=O)C2)cc1 (stereo unspecified)	91	5
CCCCP(=O)(CCCC)CP(=O)(CCCC)CCCC	.	6
N#Cc1c(SCC(N)=O)nsc1SCc1ccccc1Cl	84	2
O=C(Nc1nc2ccccc2n1CCOc1ccccc1)c1ccc(Cl)cc1	.	5
C=CCn1c(SCC(=O)N2CCOCC2)nc2sc3c(c2c1=O)CCCC3	80	7&2
COc1ccc(Br)cc1/C=C1\SC(N2CCOCC2)=NC1=O	.	0
CC(=O)C1C(c2ccccc2Cl)NC(=O)NC1(O)C(F)(F)F (stereo unspecified)	109	3
COc1cccc2cc(C(=O)C3=C(O)C(=O)N(CCN(C)C)C3c3ccc(F)cc3)oc12 (stereo unspecified)	76	2
